# M5 ag = human M5 muscarinic receptor agonists, primary screen, CHO-K1 cells, Fluo-8 calcium fluorescence; CHO-K1 hM5 cells; 0% DMSO wells, 100% maximal acetylcholine response; Muscarinic acetylcholine receptor M5 (Homo sapiens), P08912; hit rate 0.19% among 360,000; activation, % at 3 µM;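 active = activation above the run's mean over test compounds plus 3 SD, cut at about 23% in these data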;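 also: signal is peak over basal fluorescence ratio across the kinetic read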
# Target sequence (P08912 whole entry, looked up): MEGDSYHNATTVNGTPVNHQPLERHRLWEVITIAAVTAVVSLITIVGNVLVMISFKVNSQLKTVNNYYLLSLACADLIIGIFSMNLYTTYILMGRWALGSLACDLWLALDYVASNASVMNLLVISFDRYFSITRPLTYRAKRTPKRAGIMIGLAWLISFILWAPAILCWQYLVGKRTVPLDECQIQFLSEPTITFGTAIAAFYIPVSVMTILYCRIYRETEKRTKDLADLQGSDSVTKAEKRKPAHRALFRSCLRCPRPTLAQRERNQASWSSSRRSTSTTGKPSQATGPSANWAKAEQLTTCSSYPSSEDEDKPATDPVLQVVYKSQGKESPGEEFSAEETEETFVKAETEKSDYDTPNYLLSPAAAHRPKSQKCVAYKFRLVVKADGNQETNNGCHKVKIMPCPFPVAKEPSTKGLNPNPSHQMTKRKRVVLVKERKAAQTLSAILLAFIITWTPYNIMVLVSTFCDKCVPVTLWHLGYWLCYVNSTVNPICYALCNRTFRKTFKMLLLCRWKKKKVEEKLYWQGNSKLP
# M5 antag = human M5 muscarinic receptor antagonists, primary screen, CHO cells, Fluo-8 calcium fluorescence; Muscarinic acetylcholine receptor M5 (Homo sapiens), P08912; CHO-hM5 cells, ACh EC80; inhibition, % at 3 µM; hit rate 0.59% among 360,000; AID 624040, 2012;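 active = inhibition above a per-plate cutoff, the mean of that plate's test compounds plus 3 SD, cut at about 27% in these data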;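 also: 0% = acetylcholine EC80 with DMSO and 100% = DMSO without agonist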
# CHRM4 antagonist = human M4 muscarinic receptor antagonists, primary screen, CHO cells, Fluo-8 calcium fluorescence. Muscarinic acetylcholine receptor M4 (Homo sapiens), P08173. CHO-hM4 cells, ACh EC80. inhibition, % at 3 µM. hit rate 0.73% among 360,000. AID 624125, 2012;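 active = inhibition above its plate's cutoff, the mean inhibition of sample wells plus 3 SD, cut at about 27% in these data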;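 also: 0% = acetylcholine EC80 with DMSO and 100% = DMSO without agonist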
# Target sequence (P08173 whole entry, looked up): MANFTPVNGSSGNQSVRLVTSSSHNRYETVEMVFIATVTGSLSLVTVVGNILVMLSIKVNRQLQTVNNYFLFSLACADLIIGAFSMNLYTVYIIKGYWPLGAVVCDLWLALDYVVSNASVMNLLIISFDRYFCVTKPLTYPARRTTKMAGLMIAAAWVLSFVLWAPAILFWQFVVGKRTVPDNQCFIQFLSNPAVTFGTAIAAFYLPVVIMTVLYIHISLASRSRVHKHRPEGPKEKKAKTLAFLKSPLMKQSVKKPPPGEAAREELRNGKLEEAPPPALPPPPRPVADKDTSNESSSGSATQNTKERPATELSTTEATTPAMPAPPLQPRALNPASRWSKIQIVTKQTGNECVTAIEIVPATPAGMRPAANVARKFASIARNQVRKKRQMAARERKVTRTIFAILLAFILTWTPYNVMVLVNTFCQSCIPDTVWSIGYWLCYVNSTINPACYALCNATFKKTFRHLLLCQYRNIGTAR
# TAAR1 agonist = human TAAR1 agonists, primary screen, Fluo-8 calcium fluorescence, CHO RD-HGA16 cells; activation, % at 3 µM; hit rate 0.99% among 360,000; AID 624467, 2012; vehicle wells 0%, saturating PEA agonist 100%;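 active = activation above the mean activation of all test compounds in the run plus 3 SD, cut at about 38% in these data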
#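 Test system: RD-HGA16 (CHO) cells co-expressing Gα16 and hTAAR1; dosing: one-point dosing at 3 µM (nominal); timing: 17-24 h seeding, 75 min 37 °C dye, 30 min RT; signal: kinetic Fluo-8 calcium fluorescence; read-out basis: % activation relative to PEA EC100 response; controls: DMSO and PEA EC100; replicates: n 1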
# M1 PAM = human M1 muscarinic receptor positive allosteric modulators, primary screen, CHO-K1 cells, Fluo-8 calcium fluorescence, 1536-well. Muscarinic acetylcholine receptor M1 (Homo sapiens), P11229. CHO-K1 hM1, ACh EC20; 0% = ACh EC20, 100% = maximal ACh. activation, % at 3 µM. hit rate 0.088% among 360,000. AID 588819, 2011; in the data active = activation above about 19%, passing the limit was not always enough
# CHRM1 antagonist = human M1 muscarinic receptor antagonists, primary screen, CHO-K1 cells, Fluo-8 calcium fluorescence, 1536-well; CHO-K1 hM1, ACh EC80 antagonist; inhibition, % at 3 µM; hit rate 1.3% among 360,000;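 active = percent inhibition above its own plate's cutoff, namely the mean of that plate's compound wells plus 3 SD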;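 also: peak over basal fluorescence ratio during 140 s after agonist addition; 0% = ACh EC80 plus DMSO and 100% = DMSO alone without agonist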
# M1 ag = human M1 muscarinic receptor agonists, primary screen, Fluo-8 calcium fluorescence, CHO-K1 cells, HTS; Muscarinic acetylcholine receptor M1 (Homo sapiens), P11229; CHO-K1 hM1, agonist mode; 0% DMSO, 100% acetylcholine EC100; activation, % at 3 µM; hit rate 0.33% among 360,000; AID 588814, 2011;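 active = activation above the run's mean compound activation plus 3 SD, cut at about 16% in these data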;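 also: peak over basal fluorescence ratio within a 140 s kinetic read after compound addition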
# M4 ag = human M4 muscarinic receptor agonists, primary screen, CHO-K1 cells, Fluo-8 calcium fluorescence | activation, % at 3 µM | hit rate 0.14% among 360,000 | Muscarinic acetylcholine receptor M4 (Homo sapiens), P08173 | AID 624127, 2012 | CHO-K1 hM4/Gqi5; vehicle 0%, full acetylcholine response 100%;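 active = activation above the run mean over all test wells plus 3 SD, cut at about 32% in these data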;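 also: peak over basal fluorescence ratio per well then scaled between controls; 0% = DMSO wells and 100% = acetylcholine at EC100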
# CHRM5 PAM = human M5 muscarinic receptor positive allosteric modulators, primary screen, CHO-K1 cells, Fluo-8 calcium fluorescence; Muscarinic acetylcholine receptor M5 (Homo sapiens), P08912; CHO-K1 hM5, ACh EC20 PAM; 0% = ACh EC20, 100% = ACh EC100; activation, % at 3 µM; hit rate 0.3% among 360,000;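 active = activation above the run cutoff, the mean activation of all test compounds plus 3 SD, cut at about 18% in these data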
#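 Probe or stimulus: acetylcholine, EC20 level; Assay system: human M5 receptor in CHO-K1 cells; Schedule: compound preincubation 140 s before EC20 acetylcholine addition; Technique: intracellular calcium via Fluo-8 fluorescence; Dosing: single-point, 3 µM nominal; Read-out basis: percent activation from peak-over-basal fluorescence ratio, scaled EC20-to-EC100 acetylcholine; Repeats: one well per compound, no replicates.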
# * marks the source's active call; other numbers are inactive results.
# Letter code – A = M5 ag; B = M5 antag; C = CHRM4 antagonist; D = TAAR1 agonist; E = M1 PAM; F = CHRM1 antagonist; G = M1 ag; H = M4 ag; I = CHRM5 PAM
> CN(CC(=O)Nc1ccc(Cl)cc1)C(=O)CCc1c[nH]c2ccccc12
  A = -1; B = 12; C = -6; D = 5; E = 1; F = -1; G = -3; H = 5; I = -2
> CCOC(=O)Cc1csc(NC(=O)CSc2nnc(-n3nc(C)cc3C)c3ccccc23)n1
  A = 3; B = 8; C = 18; D = 5; E = 1; F = -2; G = -2; H = 5; I = -11
> COc1ccc(C2CC(c3cccs3)=NN2C(=O)CSc2nc3ccccc3s2)cc1 (stereo unspecified)
  A = -2; B = 2; C = 7; D = 0; E = -2; F = 6; G = -3; H = 0; I = -2
> CCC1CCCCN1CCCNC(=O)C1CCCN(c2nn3c(=O)cc(C)nc3s2)C1 (stereo unspecified)
  A = -9; B = -11; C = 1; D = 0; E = -14; F = 24; G = -6; H = 1; I = -2
> CSc1ccccc1C(=O)N1CCC(CCC(=O)NC2CC2)CC1
  A = -5; B = 4; C = -2; D = 1; E = 6; F = -7; G = 0; H = 1; I = -4
> COc1ccc(CCOC(=O)c2ccc(N)c([N+](=O)[O-])c2)cc1
  A = 1; B = 17; C = 12; D = 18; E = -5; F = 15; G = 0; H = 12; I = -15
> CC(C)(C)Cc1nnc(NC(=O)Cc2ccc([N+](=O)[O-])cc2)s1
  A = 4; B = 11; C = -3; D = 9; E = 5; F = 6; G = 6; H = 2; I = -4
> Cc1ccc(OCC(=O)OCC(=O)NC2CC2)cc1C
  A = 1; B = 10; C = -13; D = 22; E = 4; F = -6; G = 0; H = 2; I = 0
> O=P(Cc1ccncc1)(c1ccccc1)c1ccccc1
  A = 0; B = 1; C = 0; D = 5; E = 13; F = -17; G = -2; H = 0; I = -1
> O=C(CNC1CCCCC1)Nc1cc(S(=O)(=O)N2CCOCC2)ccc1Cl
  A = 4; B = 13; C = -3; D = 4; E = 1; F = 9; G = -4; H = 20; I = -7

# Given with two lines to a compound: entries from further up
# Value order – M5 ag | M5 antag | CHRM4 antagonist | TAAR1 agonist | M1 PAM | CHRM1 antagonist | M1 ag | M4 ag | CHRM5 PAM
- CN(CC(=O)Nc1ccc(Cl)cc1)C(=O)CCc1c[nH]c2ccccc12
  -1 | 12 | -6 | 5 | 1 | -1 | -3 | 5 | -2
- CCOC(=O)Cc1csc(NC(=O)CSc2nnc(-n3nc(C)cc3C)c3ccccc23)n1
  3 | 8 | 18 | 5 | 1 | -2 | -2 | 5 | -11
- COc1ccc(C2CC(c3cccs3)=NN2C(=O)CSc2nc3ccccc3s2)cc1 (stereo unspecified)
  -2 | 2 | 7 | 0 | -2 | 6 | -3 | 0 | -2
- CCC1CCCCN1CCCNC(=O)C1CCCN(c2nn3c(=O)cc(C)nc3s2)C1 (stereo unspecified)
  -9 | -11 | 1 | 0 | -14 | 24 | -6 | 1 | -2
- CSc1ccccc1C(=O)N1CCC(CCC(=O)NC2CC2)CC1
  -5 | 4 | -2 | 1 | 6 | -7 | 0 | 1 | -4
- COc1ccc(CCOC(=O)c2ccc(N)c([N+](=O)[O-])c2)cc1
  1 | 17 | 12 | 18 | -5 | 15 | 0 | 12 | -15
- CC(C)(C)Cc1nnc(NC(=O)Cc2ccc([N+](=O)[O-])cc2)s1
  4 | 11 | -3 | 9 | 5 | 6 | 6 | 2 | -4
- Cc1ccc(OCC(=O)OCC(=O)NC2CC2)cc1C
  1 | 10 | -13 | 22 | 4 | -6 | 0 | 2 | 0
- O=P(Cc1ccncc1)(c1ccccc1)c1ccccc1
  0 | 1 | 0 | 5 | 13 | -17 | -2 | 0 | -1
- O=C(CNC1CCCCC1)Nc1cc(S(=O)(=O)N2CCOCC2)ccc1Cl
  4 | 13 | -3 | 4 | 1 | 9 | -4 | 20 | -7

# Later entries:
# Letter code – A = M5 ag; B = M5 antag; C = CHRM4 antagonist; D = TAAR1 agonist; E = M1 PAM; F = CHRM1 antagonist; G = M1 ag; H = M4 ag; I = CHRM5 PAM
> CC1CCN(C(=O)c2ccc(NS(=O)(=O)c3cccs3)cc2)CC1
  A = 0; B = 18; C = -1; D = 5; E = 1; F = -8; G = 0; H = 3; I = -10
> CC(=O)c1cccc(S(=O)(=O)N2CCC(C(=O)NC3CCCC3)CC2)c1
  A = 2; B = 1; C = -16; D = 1; E = 6; F = -10; G = -2; H = 5; I = -3
> CSc1ccccc1NC(=O)COC(=O)c1ccccc1Cc1ccccc1
  A = -3; B = -4; C = 7; D = 0; E = -8; F = 3; G = -5; H = 0; I = -4
> COc1ccc(S(=O)(=O)N2Cc3ccccc3CC2C(=O)Nc2nccs2)cc1 (stereo unspecified)
  A = 0; B = -5; C = -12; D = 5; E = -3; F = 6; G = -1; H = 9; I = -6
> CCOc1ccc(OCCC(=O)OCC(=O)N2CCN(S(=O)(=O)c3ccc(C)cc3)CC2)cc1
  A = 3; B = -4; C = -5; D = -1; E = 4; F = -7; G = -3; H = 1; I = 7
> O=C(Nc1ccccc1O)c1ccccc1O
  A = 5; B = 0; C = -1; D = 10; E = 2; F = -1; G = 4; H = 9; I = -4
> N#Cc1c(-c2ccc(F)cc2)ccnc1N1CCOCC1
  A = -3; B = 2; C = 4; D = 8; E = 12; F = -12; G = -5; H = 1; I = 2
> O=C(CSc1ncnc2sc3c(c12)CCCC3)c1ccccc1
  A = -9; B = -8; C = -15; D = 3; E = 10; F = -10; G = -5; H = 0; I = 13
> Cc1ccc(SCC(=O)NC2CCCCCC2)cc1
  A = -8; B = 4; C = 15; D = -4; E = -6; F = 10; G = -7; H = 0; I = -4
> COC(=O)c1ccc(CN2CCCC(CNC(=O)Cc3ccc(OC)cc3)C2)cc1 (stereo unspecified)
  A = -1; B = 7; C = 6; D = 5; E = -6; F = 14; G = 30*; H = 2; I = -2
> Cc1ccc(Nc2nnc(SC(C)C(=O)NCC3CCCO3)s2)cc1 (stereo unspecified)
  A = -3; B = 16; C = -16; D = -2; E = 10; F = -8; G = -5; H = 1; I = -1
> O=S(=O)(/N=C(/Nc1ccccc1)C(F)(F)F)c1ccccc1
  A = -1; B = -5; C = 3; D = 4; E = 8; F = -15; G = -1; H = 0; I = 3
> Cc1nc2ccccc2n1CC(=O)NN
  A = 1; B = -11; C = -7; D = 3; E = 7; F = 1; G = -5; H = 2; I = 9
> COC(=O)c1sccc1NS(=O)(=O)c1ccc(F)cc1F
  A = -1; B = 0; C = 12; D = 0; E = 5; F = 3; G = -1; H = 1; I = 2
> CCOCCn1c(CN2CCN(C(=O)c3ccco3)CC2)nc2c1c(=O)n(C)c(=O)n2C
  A = 1; B = -1; C = 3; D = 1; E = 5; F = 14; G = 4; H = 0; I = 1
> Cc1[nH]n(-c2ccccc2)c(=O)c1C=Nc1ccc2[nH]c(=O)[nH]c2c1
  A = 2; B = 14; C = -6; D = -1; E = 15; F = -10; G = 0; H = 2; I = -4
> O=C(NCc1ccco1)c1cc([N+](=O)[O-])ccc1N1CCOCC1
  A = -1; B = 5; C = 1; D = 0; E = 6; F = -4; G = -1; H = 1; I = 3
> COCCCn1c(SCc2nc3ccccc3c(=O)[nH]2)nc2ccccc2c1=O
  A = -2; B = 2; C = -2; D = 11; E = 8; F = -20; G = -2; H = 2; I = -11
> O=P1(NC2CCCCC2)OCC2(CO1)COP(=O)(NC1CCCCC1)OC2 (stereo unspecified)
  A = -1; B = 3; C = -1; D = 3; E = 10; F = -18; G = -2; H = 1; I = 8
> COc1ccc(NC(=O)c2ccc(NC(=O)CN3CCN(c4ccccc4OC)CC3)cc2)cc1
  A = 2; B = 10; C = 2; D = 4; E = 9; F = -10; G = 0; H = 10; I = -5
> CC(C)(CNC(=O)c1ccc(Br)o1)CNC(=O)c1ccc(Br)o1
  A = -3; B = -5; C = -7; D = 1; E = 4; F = -2; G = -4; H = 6; I = -3
> CC1CCCCC1NC(=O)c1cccc(N2C(=O)C3C4C=CC(C4)C3C2=O)c1 (stereo unspecified)
  A = 2; B = 2; C = -4; D = 4; E = 2; F = -1; G = 1; H = 3; I = 0
> CC1(C)Cc2c(cnn2-c2ccc(F)cc2)C(NC(=O)C2=CC(=O)CC(C)(C)O2)C1 (stereo unspecified)
  A = 0; B = 13; C = -4; D = 1; E = -1; F = -1; G = -9; H = 0; I = -7
> CCOC(=O)C1=C(C)NC(=O)NC1c1ccccc1 (stereo unspecified)
  A = 0; B = 16; C = -3; D = 1; E = 3; F = -3; G = -6; H = 0; I = 8
> CC12CC3(C)CC(C)(C1)CC(C(=O)NC(=S)N1CCCC1)(C2)C3
  A = -5; B = -1; C = -3; D = 5; E = 5; F = -8; G = -6; H = 0; I = -8
> Cc1ccc(SCC(=O)Nc2ccc(N3CCOCC3)cc2)c(C)c1
  A = -6; B = 1; C = -2; D = 3; E = 10; F = -9; G = -9; H = 1; I = -3
> Cc1cccc(OCCN2C(=O)C(=O)c3cc(C)ccc32)c1
  A = 17; B = 7; C = 6; D = -1; E = -4; F = 0; G = -3; H = 0; I = 0
> C=CCN(Cc1cc(OC)ccc1OC)S(=O)(=O)N(C)C
  A = -3; B = 1; C = 7; D = 0; E = 9; F = -33; G = -2; H = 0; I = -6
> O=c1c2ccccc2[nH]c2ccc(F)cc12
  A = 1; B = 5; C = 6; D = 4; E = -10; F = 4; G = -3; H = 4; I = 0
> CCCC(=O)Nc1cccc(S(=O)(=O)N(C)c2ccccc2)c1
  A = -4; B = 11; C = 6; D = 1; E = -10; F = 0; G = -8; H = 4; I = -10
> CCCSc1nnc(Cn2c(=O)sc3ccccc32)n1C
  A = 1; B = -3; C = -11; D = 2; E = 12; F = -22; G = -2; H = 1; I = 4
> CC(NS(=O)(=O)c1ccc(Cl)c(Cl)c1)C(=O)Nc1cccnc1 (stereo unspecified)
  A = 4; B = 4; C = 11; D = 1; E = -4; F = 7; G = -2; H = 3; I = -2
> C=C(C)n1c(=O)n(Cc2ccc(C)cc2)c2ccccc21
  A = -6; B = 6; C = -1; D = -1; E = 12; F = -23; G = -2; H = 0; I = 0
> CC(C)Oc1ccc(N2CC(C(=O)Nc3ccccc3F)CC2=O)cc1 (stereo unspecified)
  A = -1; B = 4; C = 2; D = 5; E = 5; F = -29; G = -1; H = 6; I = -1
> CCc1cc2ccccc2nc1SCC(=O)N1CCN(C(=O)c2ccco2)CC1
  A = -1; B = 15; C = 3; D = 7; E = 2; F = 0; G = -3; H = 5; I = -6

# Bioassay records (PubChem BioAssay)

# Some of the compounds tested (hit frequency here may not be typical).
